proCasp3 act: activators of human procaspase-3; activation, % at 8.5 µM; 0.11% of 330,000 active; recombinant procaspase-3 D3A, Ac-DEVD-pNA absorbance 405 nm;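 active = activation above the mean of all tested compounds plus 3 SD, cut at about 21% in these data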;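 also: 0% = DMSO alone and 100% = DMSO wells spiked with extra 5 µM PC-3 D3A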
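Assay system: Autoprocessing-dead procaspase-3 D3A mutant enzyme; also added: Ac-DEVD-pNA; doses: one concentration, 8.5 µM nominal, 0.8% DMSO; times: 1 h compound preincubation, 2 h substrate hydrolysis at 25 °C; technique: 405 nm absorbance of p-nitroaniline, reads at 0 and 120 min; measure: % activation between DMSO and enzyme-spiked controls; repeats: single replicate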
RPL19A-GFP yeast: modulators of TOR pathway RPL19A-GFP in S. cerevisiae. S. cerevisiae RPL19A-GFP strain, flow cytometry, 3 h; active compounds read low. percent response vs DMSO, % at 10 µM. 0.3% of 330,000 active. AID 2025;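 active = percent response vs DMSO below 50%; inconclusive = fewer than 70 events counted for the yeast strain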;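 also: median channel GFP fluorescence of the barcoded RPL19A-GFP strain; ratio of sample median GFP to plate DMSO average so 100% = DMSO; lower means less RPL19A-GFP as with rapamycin TOR inhibition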
AHR act: activators of human aryl hydrocarbon receptor; activation, % at 5 µM; AID 2796; AHR-responsive luciferase reporter cells, luminescence; P35869; 2.5% of 320,000 active; in the data active = activation above about 47%;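 also: 0% = vehicle wells and 100% = reference agonist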
MEP2 TOR yeast: alters MEP2-GFP fluorescence in TOR pathway yeast screen; GFP response vs DMSO, % at 10 µM; S. cerevisiae MEP2-GFP strain, flow cytometry GFP, 3 h; 100% = DMSO control level; 0.51% of 330,000 active;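 active = GFP response versus DMSO above a set limit, roughly screen mean plus 3 SD, cut at about 180% in these data; inconclusive = fewer than 70 cells counted for a yeast strain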;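 also: median GFP fluorescence of the barcode-gated MEP2-GFP cells per well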
LAP4 TOR yeast: alters LAP4-GFP fluorescence in TOR pathway yeast screen | S. cerevisiae LAP4-GFP multiplex, flow cytometry GFP, 3 h; median GFP as percent of DMSO wells | GFP response vs DMSO, % at 10 µM | 0.34% of 320,000 active;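 active = GFP response vs DMSO above a set limit, about the screen mean plus 3 SD, cut at about 150% in these data; inconclusive = under 70 cell events counted for the yeast strain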
EBNA-1 inh: blocks EBNA-1 binding to DNA; AID 1950; inhibition, % at 14.8 µM; 0.34% of 300,000 active; EBNA-1 DNA binding, fluorescence polarization; in the data active = inhibition above about 28%
procasp7 counter: activates human procaspase-7, counter-screen for procaspase-3 activators; 0.093% of 330,000 active; P55210; recombinant procaspase-7, Ac-DEVD-pNA absorbance 405 nm; D23A/D198A/D206A triple mutant, cannot self-cleave; scale: DMSO 0, 5 µM enzyme 100; activation, % at 8.5 µM; AID 463210;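 active = percent activation above the screen-wide mean plus 3 SD, cut at about 25% in these data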
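System: Uncleavable procaspase-7 mutant enzyme; Amount: 2 µM procaspase-7 mutant as dispensed; Schedule: 1 h compound preincubation, 2 h substrate cleavage, 25 °C; Measured by: 405 nm absorbance of p-nitroaniline; Evaluation: percent activation from buffer-corrected 0–120 min absorbance change; Control set: low DMSO alone, high DMSO plus 5 µM PC-7.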
ZTA DNA inh: ZTA (EBV) inhibition in EBNA-1 counter-screen; inhibition, % at 11 µM; 0.15% of 320,000 active; ZTA-DNA binding, fluorescence polarization; in the data active = inhibition above about 33%
The depositor's hits bear a star; ? = inconclusive; . = not tested or not shown; [ ] = remark or other dose.

SMILES	proCasp3 act	RPL19A-GFP yeast	AHR act	MEP2 TOR yeast	LAP4 TOR yeast	EBNA-1 inh	procasp7 counter	ZTA DNA inh
N#Cc1cc(Oc2ccc3ccccc3c2)c(-n2nnc3ccccc32)cc1C#N	-8	103	1	113	104	-20	-9	-4
CCOC(=O)c1cn(CC)c2cc(N3CCCCC3)c(F)cc2c1=O	-2	105	5	103	106	-2	7	-2
CC(C)NC(=O)c1ccc(C(C)C)cc1	2	107	5	105	97	-11	-5	-7
CC1=NN(C(=O)c2ccc(Cn3nc(C)c([N+](=O)[O-])c3C)cc2)C(O)(C(F)(F)F)C1 (stereo not given)	3	109	5	117	115	4	2	-7
Cc1cccc(NC(=O)CSc2nnnn2-c2cccnc2)c1	-6	95	4	98	92	-7	0	-7
N#Cc1c(-c2cccc([N+](=O)[O-])c2)nc2n(c1=O)CCS2	10	108	3	130	73	15	-1	2
O=C(O)CSc1nnc(-c2ccccc2)o1	-10	94	-1	102	94	-7	4	4
COc1ccc(C(=O)Oc2c(OC)cc(C(=S)N3CCOCC3)cc2OC)cc1OC	-14	100	2	105	91	-12	-12	8
COCCCNC(=O)[C@H]1N2C(=O)c3ccccc3C2SC1(C)C (stereo not given in full)	4	109	-1	109	97	19	-11	4
COc1ccc(C2C(C(=O)Nc3cccc(C)n3)c3ccccc3C(=O)N2C)cc1 (stereo not given)	5	99	2	97	102	-10	4	-5
O=C(C1CCN(S(=O)(=O)N2CCC3(CC2)OCCO3)CC1)N1CCN(Cc2ccccc2)CC1	-2	96	0	98	93	-4	8	5
COc1ccc(C(C(=O)NC2CCCC2)N(C(=O)c2ccoc2C)c2ccc(C)c(C)c2)cc1 (stereo not given)	1	99	18	108	92	-8	-3	2
COc1cc2c(cc1NC(=O)CSc1ccc(C)cc1)oc1ccccc12	0	102	9	107	108	0	-2	4
Cc1cc(N2CCC(C)CC2)nc2ccc(N3C(=O)CCC3=O)cc12	0	96	10	106	93	1	1	0
Fc1ccc(NC(=S)Nc2ccc(Cl)cc2Cl)cc1	1	95	-2	96	102	2	0	17
c1ccc2c(c1)Nc1ccncc1S2	-3	98	7	97	105	-8	-10	-5
Cc1ccc2c(c1)C(c1ccc(N3CCOCC3)cc1)=NNC(c1cccs1)=N2	8	102	-1	102	93	-5	7	-3
CCCCNc1nc(=S)n(-c2ccccc2)c(C)c1C(C)=O	1	102	0	106	102	-5	2	-12
Cc1ccc(-c2csc(NC(=O)c3cccc([N+](=O)[O-])c3C(=O)O)n2)cc1	3	94	0	70	101	-7	7	-10
Cc1cc(C)n2nc(C(=O)OCC(=O)N3CCC3)nc2n1	-6	102	-3	89	89	2	2	9
CNC(=O)CCSc1ccc(C)cc1	-8	99	-3	108	98	2	6	8
C=C(C)c1cccc(C(C)(C)NC(=O)N2CCN(c3ccc(OC)cc3)CC2)c1	-6	110	4	97	95	5	-10	-7
CCCC(=O)NC(=S)Nc1ccccc1N1CCOCC1	5	97	1	89	99	-5	-2	12
O=C(CN1CCOCC1)Nc1ccc2c(c1)CCC2	-1	?	7	?	?	-2	-3	17
Cc1ccc(S(=O)(=O)n2nnc3ccccc32)c(C)c1C	5	102	-2	97	100	9	2	12
CC(C)N(C)C(=O)CCc1nnc(CCc2c[nH]c3ccccc23)o1	7	97	9	95	88	-1	2	-7
COc1ccc(CNC(=O)CN2CCN(c3ccccc3)CC2)cc1	-1	103	2	103	91	-11	1	-32
COc1ccc(CNC(=O)COc2ccc(C(=O)c3ccc(F)cc3)cc2)cc1	12	103	1	101	98	19	4	3
CN(C)CCCNC1CS(=O)(=O)CC1O (stereo not given)	11	103	-3	92	?	-6	7	-23
O=C(c1ccccc1)N1CCN(C(=S)NCc2ccc3c(c2)OCO3)CC1	-2	107	-4	104	94	-1	-18	-2
O=C(NCc1ccccc1)c1cc(-c2cccs2)on1	3	84[may fluoresce violet]	1	114[may fluoresce violet]	95[may fluoresce violet]	10	6	-6
COc1ccc(OC)c(-c2nn(-c3ccccc3)cc2C(=O)NCC(c2cccs2)N2CCOCC2)c1 (stereo not given)	12	97	3	96	110	5	0	-7
Fc1ccc(-n2c(=S)[nH]c3cccnc32)cc1	2	99	3	110	85	-2	-14	-6
Cc1ccc(S(=O)(=O)NCCc2c[nH]c3ccccc23)cc1	3	112	2	116	110	7	2	0
COc1cc(CN2CCCC(C)C2)ccc1OCc1ccccc1 (stereo not given)	8	99	3	108	96	-4	4	-5
CN1CCc2nc(SC(C(=O)O)c3ccccc3)c(C#N)c(-c3cccs3)c2C1 (stereo not given)	3	95	0	93	108	-5	-3	-13

Three compounds from above, reduced to MEP2 TOR yeast and RPL19A-GFP yeast.
SMILES	MEP2 TOR yeast	RPL19A-GFP yeast
O=C(c1ccccc1)N1CCN(C(=S)NCc2ccc3c(c2)OCO3)CC1	104	107
O=C(NCc1ccccc1)c1cc(-c2cccs2)on1	114[may fluoresce violet]	84[may fluoresce violet]
COc1ccc(OC)c(-c2nn(-c3ccccc3)cc2C(=O)NCC(c2cccs2)N2CCOCC2)c1 (stereo not given)	96	97

New compounds follow:
SMILES	proCasp3 act	RPL19A-GFP yeast	AHR act	MEP2 TOR yeast	LAP4 TOR yeast	EBNA-1 inh	procasp7 counter	ZTA DNA inh
Cc1onc(-c2c(F)cccc2Cl)c1C(=O)N1C=CC(C(F)(F)Cl)=NCC1	4	99	1	95	97	-3	13	-18
COc1ccccc1N1CCN(/N=C/c2cc(OC)c(OC(C)=O)c(OC)c2)CC1	-4	101	1	105	87	9	-1	-1
O=C(Cn1nc(-c2ccccc2)oc1=O)OCC(=O)c1ccccc1	6	98	-2	96	101	.	3	.
O=c1oc2c(-c3cccc(F)c3)cc(O)cc2s1	-29	100	8	102	101	-2	-35	-27
N#Cc1ccc(CSc2nnc(NC(=O)CN3C(=O)C4CC=CCC4C3=O)s2)cc1 (stereo not given)	-5	98	0	108	101	2	-5	-1
COCCNC(=O)COc1ncnc2scc(-c3ccc(F)cc3)c12	6	110	4	106	101	-9	0	-4
N#C/C(=C\c1cccc(Oc2ccccc2)c1)C(=O)N1CCOCC1	-2	87	1	77	155*	4	5	11
CC1CCc2nn(CC(=O)NCCN3CCCCC3C)cc2C1 (stereo not given)	-1	103	0	103	102	8	3	-10
O=C(NCc1cccs1)C(=O)NCC1OCCCN1S(=O)(=O)c1cccs1 (stereo not given)	3	103	4	109	103	3	4	-12
CCC1=C2CC[C@H]3C(=O)N(CC)C(=O)[C@H]3[C@H]2[C@@]2(Cc3ccccc3)C(=NCCOC)OC(=O)N2C1=O	0	100	1	110	95	1	1	-27
COc1ccc(N2CCN(C(=O)COC(=O)CCOc3ccc(C)cc3)CC2)cc1	-2	98	-1	98	110	4	0	-7
CCOC(=O)c1c(Cl)c(C)nn1-c1nc(OC)cc(OC)n1	-1	99	-2	104	98	-8	-8	2
Cc1ccc(N(CN2C(=O)c3ccccc3C2=O)C(=O)c2ccc([N+](=O)[O-])cc2[N+](=O)[O-])cc1	3	103	1	99	91	-14	7	-3
CC(NC(=O)C(=O)NCc1cccs1)c1ccccc1 (stereo not given)	-5	98	2	103	92	3	4	-12
Cc1ccn2c(NC(C)(C)C)c(-c3cccs3)nc2c1	2	96	2	103	102	-5	7	-23
O=C(CNS(=O)(=O)c1ccc(F)cc1)Nc1ccccc1	7	104	-1	108	79	-7	1	1
NS(=O)(=O)c1cc(C(=O)OCC(=O)c2ccccc2)c(Cl)cc1Cl	1	105	-1	127	113	-6	-10	-4
Cc1ccc(-n2c(N)cc(=O)nc2SCC(=O)NC2CCCCC2)cc1C	-2	100	9	114	106	-1	2	3
COCCN1C(=O)/C(=C/c2ccc(N3CCCC3)cc2C)SC1=S	-11	120	1	186*	129	2	-9	6

Structural class: the compounds so far containing a thiophene ring, fused or not (eight)
SMILES	proCasp3 act	RPL19A-GFP yeast	AHR act	MEP2 TOR yeast	LAP4 TOR yeast	EBNA-1 inh	procasp7 counter	ZTA DNA inh
Cc1ccc2c(c1)C(c1ccc(N3CCOCC3)cc1)=NNC(c1cccs1)=N2	8	102	-1	102	93	-5	7	-3
O=C(NCc1ccccc1)c1cc(-c2cccs2)on1	3	84[may fluoresce violet]	1	114[may fluoresce violet]	95[may fluoresce violet]	10	6	-6
COc1ccc(OC)c(-c2nn(-c3ccccc3)cc2C(=O)NCC(c2cccs2)N2CCOCC2)c1 (stereo not given)	12	97	3	96	110	5	0	-7
CN1CCc2nc(SC(C(=O)O)c3ccccc3)c(C#N)c(-c3cccs3)c2C1 (stereo not given)	3	95	0	93	108	-5	-3	-13
COCCNC(=O)COc1ncnc2scc(-c3ccc(F)cc3)c12	6	110	4	106	101	-9	0	-4
O=C(NCc1cccs1)C(=O)NCC1OCCCN1S(=O)(=O)c1cccs1 (stereo not given)	3	103	4	109	103	3	4	-12
CC(NC(=O)C(=O)NCc1cccs1)c1ccccc1 (stereo not given)	-5	98	2	103	92	3	4	-12
Cc1ccn2c(NC(C)(C)C)c(-c3cccs3)nc2c1	2	96	2	103	102	-5	7	-23
